Rad51 HR inh = human RAD51 strand exchange inhibitors, primary screen, biochemical, fluorescence; DNA repair protein RAD51 homolog 1 (Homo sapiens), Q06609; hRad51 DNA strand exchange, fluorescence dequenching; inhibition, % at 10 µM; 0.085% of 200,000 active;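 active = inhibition above 40% at the single screening dose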;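 note: 0% = DMSO control wells and 100% = blanks with heterologous ssDNA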
Target sequence (Q06609 whole entry, looked up): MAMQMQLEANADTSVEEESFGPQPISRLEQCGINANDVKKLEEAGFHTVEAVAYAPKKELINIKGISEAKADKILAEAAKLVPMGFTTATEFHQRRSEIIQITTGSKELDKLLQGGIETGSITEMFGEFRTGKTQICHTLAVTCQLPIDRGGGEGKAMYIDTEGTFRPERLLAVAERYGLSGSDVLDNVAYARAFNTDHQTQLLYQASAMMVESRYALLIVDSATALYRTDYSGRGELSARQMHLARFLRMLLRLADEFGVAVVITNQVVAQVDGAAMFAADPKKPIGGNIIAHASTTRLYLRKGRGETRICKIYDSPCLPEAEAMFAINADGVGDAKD
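material = hRad51 filaments on single-stranded DNA | timing = filaments 15 min 37 °C, then compound 30 min | signal = FRET fluorescence dequenching, excitation 485 nm, emission 520 nm | benchmarks = control wells and blank wells on each plate | evaluation = percent inhibition relative to plate controls and blanks | compound = 10 µM final, single point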
eIF4E-4G inh = eIF4E–eIF4G protein interaction inhibitors, primary screen, biochemical, uHTS, TR-FRET, eIF4GI fragment; Eukaryotic translation initiation factor 4E (Mus musculus) + Eukaryotic translation …; TR-FRET eIF4E-eIF4GI(517-606) binding, 2 h; inhibition, % at 21.7 µM; 0.37% of 220,000 active; AID 782, 2007;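 active = inhibition above about 30%, limit read from the data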;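 note: 0% = full FRET control wells and 100% = background wells lacking eIF4GI fragment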
TNF death inh = inhibitors of TNF-alpha triggered necroptosis, primary screen, cell-based, Jurkat FADD-/-, single concentration; Jurkat FADD-/- TNF necroptosis rescue, ATP luminescence, 24 h; 0 = TNF only, 100 = no-TNF cells; 0.068% of 220,000 active; AID 463075, 2010; activation (protection from cell death), % at 10 µM;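 active = activation, meaning protection from cell death, of at least 50% relative to plate controls; inactive = activation below 50%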;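 note: necroptosis triggered by 40 ng/mL TNF-alpha added together with compound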
MDM2 E3 inh = MDM2-luciferase reporter signal enhancers, primary screen, MDM2 E3 ligase inhibitor project, cell-based, luminescence, 1536-well | E3 ubiquitin-protein ligase Mdm2 (Homo sapiens), Q00987 | cell-based MDM2 ubiquitination luciferase reporter, 2 h; 0 = plate control, 100 = twice control, blank-subtracted | signal enhancement, % at 5 µM | AID 1230, 2008 | 0.11% of 210,000 active;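 active = signal enhancement of 30% or more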;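 note: luminescence tracks abundance of the self-degrading MDM2-luciferase fusion protein; higher signal means inhibition of MDM2 E3 ligase activity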
Target sequence (Q00987 whole entry, looked up, the tested form may be a part): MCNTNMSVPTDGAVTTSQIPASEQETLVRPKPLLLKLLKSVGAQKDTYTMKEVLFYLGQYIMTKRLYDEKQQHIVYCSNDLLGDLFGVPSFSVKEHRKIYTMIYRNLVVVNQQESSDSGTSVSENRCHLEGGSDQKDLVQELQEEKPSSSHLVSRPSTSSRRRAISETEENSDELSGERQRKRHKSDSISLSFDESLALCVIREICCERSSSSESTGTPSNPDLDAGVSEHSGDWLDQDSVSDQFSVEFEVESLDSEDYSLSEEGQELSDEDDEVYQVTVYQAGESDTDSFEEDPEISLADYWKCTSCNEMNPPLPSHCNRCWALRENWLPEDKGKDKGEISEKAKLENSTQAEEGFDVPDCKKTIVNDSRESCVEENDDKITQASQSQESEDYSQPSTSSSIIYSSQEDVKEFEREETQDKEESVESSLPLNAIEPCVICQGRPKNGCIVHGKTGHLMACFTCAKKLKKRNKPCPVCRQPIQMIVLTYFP
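system = mammalian cells stably expressing self-ubiquitinating, self-degrading MDM2 E3–luciferase fusion | quantity = 2000 cells per well seeded | incubation = 4 h cell settling then 2 h compound exposure, 37 °C | signal = SteadyLite luminescence, 15 min reagent step | benchmarks = plate control and blank wells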
PERK inhibitor = block of dimerizer-induced PERK translation repression, primary screen, PERK inhibitor project, CHO PERK-DD cells, SEAP luminescence, HTS; Eukaryotic translation initiation factor 2-alpha kinase 3 (Homo sapiens), Q9NZJ5; CHO PERK-DD fusion, SEAP luminescence translation reporter; inhibition, % at 5.6 µM; 0.17% of 220,000 active; AID 1416, 2008;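 active = inhibition above the mean inhibition of all tested compounds plus 3 SD, set separately per screening campaign, cut at about 2.9% in these data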;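 note: PERK kinase domain activated by AP20187 dimerizer at 100 nM; 0% = DMSO with dimerizer and 100% = rapamycin at 8.4 µM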
zVAD death inh = inhibitors of zVAD-triggered necroptosis, primary screen, L929 cells; L929 zVAD necroptosis rescue, ATP luminescence, 24 h; with zVAD 60 µM; viability rescue, % at 10 µM; 0.38% of 220,000 active; AID 1377, 2008;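 active = activation, scaled between plate controls, above about 75%, limit read from the data; inactive = activation under that limit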;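 note: 0% = zVAD with DMSO and 100% = DMSO alone without zVAD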
Calpain2 inh = inhibitors of pig calpain II, primary screen, biochemical, fluorogenic peptide substrate, 1536-well; purified calpain II, 30 min; inhibition, % at 16 µM; 0.37% of 220,000 active; AID 1236, 2008;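 active = inhibition above about 50%, limit read from the data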
EBV gp42 block = Epstein-Barr virus gp42 inhibitors, primary screen, biochemical, uHTS, fluorescence polarization; Fluorescence polarization binding assay, mP read-out; Glycoprotein 42 (Epstein-Barr virus (strain AG876)), Q1HVG2; inhibition, % (tested at 21.74 µM); AID 1085, 2008; 0.42% of 220,000 active; in the data active = inhibition above about 50%
Target sequence (Q1HVG2 whole entry, looked up): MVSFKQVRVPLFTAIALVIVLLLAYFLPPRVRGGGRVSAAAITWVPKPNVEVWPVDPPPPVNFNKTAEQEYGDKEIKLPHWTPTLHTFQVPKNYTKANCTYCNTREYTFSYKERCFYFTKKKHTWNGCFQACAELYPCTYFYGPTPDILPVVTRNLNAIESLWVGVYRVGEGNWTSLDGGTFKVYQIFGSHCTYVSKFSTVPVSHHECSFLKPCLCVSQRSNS
Cl transport mod = KCC2 cotransporter modulators, thallium flux, primary screen, cell-based, HEK293 KCC2, FluoZin-2 fluorescence, MLSMR; Solute carrier family 12 member 5 (Homo sapiens), Q9H2X9; KCC2 cells, thallium flux FluoZin-2 fluorescence; B-score of Tl+ flux slope (higher = more flux/activation; lower = inhibition) at 10 µM; 2.2% of 190,000 active;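 active = thallium flux slope and its plate-corrected score both differing from the plate sample mean at a set confidence after two filtering rounds, in either direction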;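 note: slope of fluorescence scaled to starting intensity during 10 to 20 s after thallium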
* hit, by the source's call; . = not tested or not shown; [ ] = another dose, or the depositor's remark.

SMILES	Rad51 HR inh	eIF4E-4G inh	TNF death inh	MDM2 E3 inh	PERK inhibitor	zVAD death inh	Calpain2 inh	EBV gp42 block	Cl transport mod
CCOc1ccc(Nc2ncnc3c2cnn3-c2ccccc2)cc1	.	3	1.9	-7	1.4	0.0	-37	-20	-0.081
CCCCNC(=O)c1onc(CSc2cccc(OCC)c2)c1C(=O)O	-3	8	-3.4	-10	1.7	0.4	3	-16	0.66
CC(=O)N1CCc2ccc(S(=O)(=O)N3CC(C)OC(C)C3)cc21 (centres undefined)	-6	-3[fluorescence artefact?]	-0.6	-12	0.2	0.3	5	-9	0.049
CC(=O)/C(N=Nc1ccc(C(=O)O)cc1[N+](=O)[O-])=C(\C)O	6	6	-0.9	.	0.9	-0.5	19	-15	0.59
Cc1ccc(C(=O)N(c2ccccn2)C(C)c2ccco2)cc1 (centres undefined)	-4	-8	-0.7	-37	0.9	-0.6	-9	-23	0.17
CC1Cc2ccccc2N1C(=O)c1cccnc1 (centres undefined)	-7	-4	-1.2	-18	0.8	-0.3	6	5	1.5
O=C1CN(C(=O)COC(=O)C2CCN(S(=O)(=O)c3ccccc3C(F)(F)F)CC2)c2ccccc2N1	-2	5[fluorescence artefact?]	0.3	-30	0.1	0.2	-29	-21	0.14
COc1ccc(C2(CNC(=O)Cc3ccc(OC)c(OC)c3)CCCC2)cc1	.	-4	0.0	.	1.5	-0.8	-1	-5	-0.6
S=C1NC(c2ccccc2)=NCN1c1ccccc1	3	-5	-2.3	-9	-0.4	0.6	-32	-10	0.88
CCN(CC)S(=O)(=O)c1ccc(N(C)Cc2cccnc2)nc1	1	0	0.9	-4	0.5	-0.1	23	5	0.5
COc1ccccc1N1CCN(C(=O)c2cc3sccc3n2C)CC1	-3	-3	-0.8	10	-0.9	0.0	5	-12	-0.84
Cc1cc(/C=C2/NC(=O)N(Cc3ccccc3F)C2=O)c(C)n1C	3	4	3.0	4	-0.8	0.2	-38	-3	0.88
CCCS(=O)(=O)n1nc(-c2ccc(OC)cc2)cc1N	-2	7	9.1	-10	0.5	1.1	-9	2	.
O=C(N/C=C/n1cnc2cc(C(F)(F)F)ccc21)c1ccccc1F	0	-3	0.4	-8	-0.8	-0.2	5	5	-0.55
O=C(Cn1cccc1)Nc1ccc(F)cc1F	-3	-1	5.6	.	0.6	0.0	33	-11	0.19
O=C(c1ccc(F)cc1)N1CCCC(c2nc(-c3cccs3)no2)C1 (centres undefined)	-3	3	-0.2	-14	0.1	-0.5	-14	-9	-0.77
O=C(Nc1ccc2c(c1)OCO2)N1CCN(c2ncc(C(F)(F)F)cc2Cl)CC1	0	-7	-2.0	-6	0.1	0.8	-19	-3	-0.55
O=C(CSc1nc2ccccc2c(=O)n1CCCN1CCOCC1)Nc1ccc2c(c1)OCO2	10	5	2.8	2	-1.0	0.2	-16	-10	-1.3
CSCC(O)Cn1[nH]c(=O)c2cc(Cl)c(Cl)cc2c1=O (centres undefined)	-2	1	-2.2	-4	-0.3	-0.6	-12	-7	.
CCOC(=O)N1CCN(C(=O)C2CCCN(S(=O)(=O)c3ccccc3)C2)CC1 (centres undefined)	-4	15	-1.2	8	-0.4	-0.3	32	0	-0.17
O=C(CSc1nnc(-c2ccccc2Cl)n1Cc1ccco1)Nc1ccc2c(c1)OCCO2	-2	5	-0.3	4	-0.9	0.3	2	4	-1.7
O=C(COC(=O)CC1c2ccccc2CCN1S(=O)(=O)c1ccccc1)Nc1ccccc1 (centres undefined)	.	1	3.0	.	-1.2	1.3	47	-12	-1.9
CCOc1ccc2sc(NS(=O)(=O)c3ccc(OC)c(OC)c3)nc2c1	2	4	-1.6	-12	-0.2	0.5	-48	-7	-0.65
S=C(Nc1ccc(Cl)cc1)Nc1ccc2cn[nH]c2c1	0	-4	-2.2	0	1.4	-0.2	-23	-19	0.31
COc1cccc(NC(=O)C(=O)NCc2ccncc2)c1	15	3	0.2	-24	0.0	1.1	-24	-1	-0.1
Cc1ccc(SCC(=O)Nc2cccc(C(=O)NC(C)(C)C)c2)cc1	6	0	-0.6	-17	0.5	0.5	3	8	-1.1
C=C(C)CNC(=S)N/N=C1\CCCCc2ccccc21	13	-1	-3.4	-10	0.1	0.9	13	-15	11*
Nc1ccccc1C(=O)N/N=C1\C2CN3CCN(C2)CC1(c1ccccc1)C3	.	-4	1.5	1	1.4	-0.3	-216	3	1.6
Cc1nc(NC(=O)c2ccc(F)cc2)nc2cc3c(cc12)OCO3	-7	5	-2.4	10	-0.6	0.0	-2	-21	.
O=C(Nc1ccccc1F)C(=O)c1cn(CC(=O)N2CCCCC2)c2ccccc12	5	3	2.7	18	0.2	1.9	-13	-23	-0.53

One compound at a time (already shown). Screens in order: Rad51 HR inh | eIF4E-4G inh | TNF death inh | MDM2 E3 inh | PERK inhibitor | zVAD death inh | Calpain2 inh | EBV gp42 block | Cl transport mod
Cc1nc(NC(=O)c2ccc(F)cc2)nc2cc3c(cc12)OCO3 in the list: -7 | 5 | -2.4 | 10 | -0.6 | 0.0 | -2 | -21 | .
C=C(C)CNC(=S)N/N=C1\CCCCc2ccccc21 in the list: 13 | -1 | -3.4 | -10 | 0.1 | 0.9 | 13 | -15 | 11*

Later entries.
SMILES	Rad51 HR inh	eIF4E-4G inh	TNF death inh	MDM2 E3 inh	PERK inhibitor	zVAD death inh	Calpain2 inh	EBV gp42 block	Cl transport mod
CCCc1nc2sc3ccccc3c(=O)c2c(=O)n1Cc1ccc(OC)cc1	-9	4	1.8	-10	-1.5	-0.1	14	-6	0.59
O=C1C(=Cc2cccn2-c2ccc(O)cc2)C(=O)c2ccccc21	.	-3	1.2	-24	1.6	-0.3	10	82*	.
CC(/C=C/c1ccc2c(c1)OCO2)=N\NC(=O)c1ccccc1	32	-3	1.5	-10	1.8	2.8	-15	12	0.78
COc1ccc(NC(=S)Nc2cc(S(=O)(=O)N3CCCCC3)ccc2OC)cc1	8	-1	-0.4	-6	-1.3	0.6	36	1	-0.0062
CC(C)N(C(=O)COC(=O)c1cccc(C(=O)OCC(=O)N(C(C)C)C(C)C)n1)C(C)C	-11	1	0.0	-13	-0.4	1.3	-1	-9	0.14
COc1ccc(-c2nc(C#N)c(N3CCCCCC3)o2)cc1	5	12	-1.1	-11	-0.6	-0.4	-419	-13	1.4
CCN(CC)c1nc(C)c(C(C)=O)cc1C#N	4	-4	-1.3	-10	0.1	-0.3	-5	-15	.
COc1cccc(NC(=O)CN2CCC(C)CC2)c1	-1	-1	1.1	-14	0.3	-0.3	-23	-41	-2.1
CCN(CC)CCn1c2ccc(F)cc2c2nc(C)sc21	9	1	0.8	-9	-2.0	1.6	15	-18	.
COc1cc(NC(=O)c2ccc(C)cc2)c(OC)cc1NC(=O)CN1CCCCC1	.	3	1.6	2	-0.3	25	-13	-19	.

Next section; the last 2 above are carried over.
SMILES	Rad51 HR inh	eIF4E-4G inh	TNF death inh	MDM2 E3 inh	PERK inhibitor	zVAD death inh	Calpain2 inh	EBV gp42 block	Cl transport mod
CCN(CC)CCn1c2ccc(F)cc2c2nc(C)sc21	9	1	0.8	-9	-2.0	1.6	15	-18	.
COc1cc(NC(=O)c2ccc(C)cc2)c(OC)cc1NC(=O)CN1CCCCC1	.	3	1.6	2	-0.3	25	-13	-19	.
CCOC(=O)c1ccc(NC(=O)c2nc[nH]c2C(=O)NCCCCCNC(=O)OC(C)(C)C)cc1	-2	0	-5.0	-7	.	0.2	-135	-10	-0.75
COC(=O)c1c(NC(=O)c2ccc(Br)o2)sc(C)c1C	4	2	-0.2	-15	1.2	3.3	-268	-15	1.9
Cc1nn(C(=O)Cn2cc([N+](=O)[O-])cn2)c(C)c1Cl	1	0	0.0	-14	0.2	25	-12	-6	0.81
Oc1ccc(C(c2nnnn2C2CCCCC2)N2CCOCC2)cc1 (centres undefined)	-9	2	1.0	-6	0.1	7.5	-12	-5	1.1
COc1cc(-c2nnc(SCc3cc(=O)oc4cc(C)ccc34)o2)cc(OC)c1OC	-1	-1	-7.3	-5	-0.4	-0.7	-10	-12	0.33
Cc1ccc(NCN2C(=O)c3ccccc3C2=O)c(C)c1	2	-2	-15	-13	1.2	0.2	20	-8	-0.43
O=C1c2ccccc2C(O)(c2ccccc2)N1c1ccncc1 (centres undefined)	1	-8	-16	.	1.2	-0.1	-15	-5	0.29
COc1ccccc1C(=O)N1CCc2ccccc21	-2	3	-5.5	-17	0.9	-0.3	9	-22	.
N#CC1=C(N)NC(SCc2ccccc2)=C(C#N)C12CCCC2	.	0	-5.1	-88	0.1	.	40	7	-1.6
COc1ccc(C=O)cc1OS(=O)(=O)c1ccccc1[N+](=O)[O-]	7	5	1.0	-12	0.3	1.5	18	-19	-0.32
CCOc1ccc(NC(=O)c2nn(C)cc2Br)cc1	2	-15[fluorescence artefact?]	-3.1	-15	0.1	1.2	-18	-12	.
Cc1cc(=O)[nH]c(SCC2COC3(CCCCC3)O2)n1 (centres undefined)	1	-9[fluorescence artefact?]	-0.9	-25	0.6	-0.4	17	-6	0.71
CC(=O)Nc1ccc(-c2cc(C(=O)O)c3ccccc3n2)cc1	12	-9	2.6	-18	1.6	0.0	-322	-17	0.8
CC1CCCCN1CC(=O)c1c(N)n(Cc2ccccc2)c(=O)n(C)c1=O (centres undefined)	5	3	1.5	4	0.2	-0.2	30	-11	1.1
O=C(CSc1nc2c(sc3ccccc32)c(=O)n1Cc1ccccc1)NCC1CCCO1 (centres undefined)	-3	-1	-0.7	-1	-0.6	-0.5	5	8	1.5
CCCCCCCCC(=O)N/N=C/c1cccc(Br)c1	-1	-5	-2.1	-1	1.1	0.0	9	-9	5.5*
Cc1cccc(CSCc2ccc(C(=O)NCC3CCCO3)o2)c1 (centres undefined)	-32	4	-0.3	-17	-0.4	0.4	17	-4	0.043
COc1ccc(C2C(C(=O)N3CCOCC3)CCC(=O)N2c2ccc(OC)cc2)cc1 (centres undefined)	2	-10[fluorescence artefact?]	1.5	-10	0.1	1.1	-23	-11	0.57
CC(C)CCNC(=S)NC1CCCC1	-8	-1[fluorescence artefact?]	-3.3	3	0.2	-0.2	10	-6	0.12
Cc1nccn1CCCN1C(=O)OC2(CCCCC2)C1(C)O (centres undefined)	4	0	-0.9	1	0.8	-0.3	-9	-5	1.7
Cc1ccccc1Cn1c2ccccc2c2cn[nH]c(=O)c21	7	1	-6.6	1	-0.7	0.1	14	7	-5.2
O=C(Nc1ccccc1OC(F)F)c1ccc(Br)o1	11	-6	-2.8	-6	0.5	0.4	-19	-9	1.1
